From PubChem
CHRM4 PAM = CHRM4 positive allosteric modulation; 360,000 tested, 0.4% active; CHO-K1 hM4/Gqi5, Fluo-8 calcium fluorescence, ACh EC20; 0% = ACh EC20, 100% = maximal ACh; activation, % at 3 µM; P08173;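 active = activation above its plate's cutoff, the mean activation of sample wells plus 3 SD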; also: some results filed as inactive read as strong as hits
Target sequence (P08173 whole entry, looked up): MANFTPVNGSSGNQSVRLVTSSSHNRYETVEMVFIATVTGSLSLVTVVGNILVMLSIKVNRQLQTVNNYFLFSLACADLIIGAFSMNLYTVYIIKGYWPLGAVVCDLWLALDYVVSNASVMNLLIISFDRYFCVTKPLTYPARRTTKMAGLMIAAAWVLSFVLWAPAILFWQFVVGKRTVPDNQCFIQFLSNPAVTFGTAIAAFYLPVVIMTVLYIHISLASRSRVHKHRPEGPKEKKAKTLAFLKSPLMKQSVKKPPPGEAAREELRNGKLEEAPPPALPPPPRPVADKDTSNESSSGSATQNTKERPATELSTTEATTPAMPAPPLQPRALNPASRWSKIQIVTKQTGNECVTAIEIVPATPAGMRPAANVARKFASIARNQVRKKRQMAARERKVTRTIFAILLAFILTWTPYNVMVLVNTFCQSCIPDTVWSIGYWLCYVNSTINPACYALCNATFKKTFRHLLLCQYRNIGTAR
GalR3 antag = antagonists of human GalR3; O60755; 360,000 tested, 0.44% active; HEK293 GalR3-CNG cAMP membrane potential fluorescence; galR3 body fused to GalR1 C-terminus; AID 651719; inhibition, % at 3 µM;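 active = inhibition above the screen-wide average plus 3 SD, cut at about 13% in these data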;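 also: forskolin and galanin both at EC90 stimulate the cells; cAMP rise reported by CNG channel membrane potential dye signal; 0% = forskolin plus galanin with DMSO and 100% = forskolin alone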
Target sequence (O60755 1-299 limits assumed): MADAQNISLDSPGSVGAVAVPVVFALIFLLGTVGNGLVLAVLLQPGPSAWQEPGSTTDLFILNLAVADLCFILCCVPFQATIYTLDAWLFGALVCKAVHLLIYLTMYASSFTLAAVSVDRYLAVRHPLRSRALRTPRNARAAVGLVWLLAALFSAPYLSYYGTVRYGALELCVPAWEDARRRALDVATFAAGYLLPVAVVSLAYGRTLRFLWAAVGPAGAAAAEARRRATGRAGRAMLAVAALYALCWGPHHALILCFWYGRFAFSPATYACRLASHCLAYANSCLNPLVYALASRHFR
Starred values were filed as active, the others as inactive.

canonical_smiles	CHRM4 PAM	GalR3 antag
COc1ccc(OCCN2CCC(C(=O)NC(c3ccc(Cl)cc3)c3cccnc3)CC2)cc1 (stereo unspecified)	-1	-7
O=C(Nc1nccs1)c1ccc2sc([C@H]3C[C@H](O)[C@@H](CO)O3)nc2c1	-2	-6
Cc1cc(Br)cn2c(Cc3ccsc3)c(-c3ccco3)nc12	1	-3
Cc1ccc(-c2nc3c4ccccc4ccn3c2Cc2cccc(Cl)c2)cc1	-6	-4
CN(C)c1ccc(CNC(=O)C2(C)Cc3c(-c4ccccc4)ccnc3O2)cc1 (stereo unspecified)	7	1
COc1cc(F)ccc1-c1csc(C(C)(NC(C)=O)c2ccccc2)n1 (stereo unspecified)	0	-5
CC(C)NC(=O)C1(C)CCN1Cc1cccc(Cl)c1 (stereo unspecified)	2	-7
CCSc1ccc(-c2cc(NC=O)c3ncc(-c4cccc(C(=O)NCCN(C)C)c4)n3c2)cc1	-3	-9
COc1ccc(Cc2c(-c3ccccc3)nc3ccc(Br)cn23)c(C)c1	10	-6
CC(C)NC(=O)c1cc(C2CCCCN2C(=O)c2cc(C(C)(C)C)nn2C)on1 (stereo unspecified)	7	-7
NC(Cc1ccc(C(F)(F)F)cc1)c1csc(NC(=O)Nc2ccccc2)n1 (stereo unspecified)	-6	-8
O=C(Nc1ccc2c(c1)OCO2)c1cc(C2CCCCN2C(=O)OCCF)on1 (stereo unspecified)	-4	-6
COc1ccc(Cn2cc(CN3CC(N4CCN(C5CCN(C)CC5)CC4)CS3(=O)=O)nn2)cc1 (stereo unspecified)	4	-1
CCOc1cc2c(c3c1C(c1ccccc1)N(S(=O)(=O)c1ccc(C)cc1)C3)C(=O)C=CC2=O (stereo unspecified)	-1	0
O=C(NCc1ccncc1)C1Cc2c(-c3ccccc3Oc3ccccc3)ccnc2O1 (stereo unspecified)	8	-7
c1ccc2c(c1)ncn2-c1cncnc1	4	-2
O=C(NC1CCCCC1)C(C1CC1)n1c(=O)c(-c2cc3ccccc3[nH]2)nc2ccccc21 (stereo unspecified)	6	-8
COc1ccc(/C=C/CN2CCC(C(=O)NC(c3ccc(F)cc3)c3ccc4ccccc4n3)CC2)cc1 (stereo unspecified)	-12	-4
Oc1ccc(Br)c(CN2CCN(c3ncc(Cc4ccccc4)cn3)CC2)c1	8	-4
O=C(NCc1ccc(Br)cc1)OC1CC2CC1[C@H]1CCCCN1C2=O (stereo partly specified)	7	3

Later entries:
canonical_smiles	CHRM4 PAM	GalR3 antag
COC(=O)c1ccc2nc(-c3ccc(Cl)cc3)c(Cc3cccc(Cl)c3)n2c1	-1	0
NC(=Nc1c([N+](=O)[O-])cnc2ccccc12)N1CCOCC1	4	-9
CN(C)c1ccc(CC(=O)N2CCCCC2c2cc(C(=O)Nc3cccc(C#N)c3)no2)cc1 (stereo unspecified)	-5	-4
O=C(NCc1ccccc1)C(c1ccccc1)n1c(-c2ccccn2)nc2ccccc21 (stereo unspecified)	-1	-10
COc1ccc(NC(=O)C2(C)CCN2Cc2cccc(OC)c2F)cc1OC (stereo unspecified)	-6	-1
CC(=O)N1CCC(C(=O)N2c3ccccc3N=C(c3ccc4c(c3)OCO4)C2C(=O)NCc2ccccc2)CC1 (stereo unspecified)	6	-1
CCOC(=O)c1sc2nc(OCc3cccnc3)cc(C)c2c1N	32*	-1
COc1ccc(Cl)cc1-c1cc(C(=O)NCc2cccs2)[nH]n1	7	-3
Cc1cccc(C(=O)N2CCC(=O)N([C@H](COCc3cccc(Cl)c3)Cc3ccccc3)CC2)c1	-8	-8
CCCOc1ccc(F)cc1-c1cc(C(=O)Nc2ccc(OC)cc2C)[nH]n1	-1	-6
Cc1ccc2nc(-c3ccc(Cl)cc3)c(Cc3ccccn3)n2c1	4	-7
CC(C)NC(=O)C1(C#N)C=C1c1ccccc1 (stereo unspecified)	9	-8
CC(=O)Nc1cc(-c2ccc(N3CCN(C)CC3)cc2)cn2c(-c3ccccc3)cnc12	0	-7
O=C(NCc1ccc(F)cc1F)[C@@H]1CCCN1C(=O)[C@@H]1CCCN1C(=O)c1cccc2ccccc12	2	3
CCNC(=O)C1CCCN(C(=O)c2cccc(C(F)(F)F)c2)CC1 (stereo unspecified)	-2	-2
O=C(NCC(F)(F)F)c1[nH]c(C(F)(F)F)nc1-c1ccccc1	-2	-6
COc1ccc(Cc2c(-c3ccc(OC)c(OC)c3)nc3c(C)cc(Br)cn23)c(C)c1	1	-9
CC(=O)c1cccc(-c2ccnc3c2CC(C(=O)NCc2cccs2)O3)c1 (stereo unspecified)	4	-3
Cc1cc2nc(-c3nnnn3-c3c(C)cccc3C)c(=O)[nH]c2cc1C	9	-2
Cc1cc(F)ccc1-c1cc(C(=O)NCc2cccc(C(F)(F)F)c2)[nH]n1	6	-5

(continued)
canonical_smiles	CHRM4 PAM	GalR3 antag
CCCc1ccc(C(O)c2ncc(-c3ccc(C)cc3)[nH]2)cc1 (stereo unspecified)	1	-4
O=S1(=O)CC(N2CCCC2)CN1Cc1cn(Cc2cccc(C(F)(F)F)c2)nn1 (stereo unspecified)	6	-3
CCCc1nc2ccc(C(=O)OC)cn2c1Cc1ccccc1C(F)(F)F	-5	-9
CCOC(=O)N(C)c1c(CC)nc2c(OCc3ccc(Cl)cc3Cl)cccn12	-6	-2
Cc1cc(CNC[C@H]2O[C@@H](n3ccc(=O)[nH]c3=O)[C@H](O)[C@@H]2O)no1	-3	-7
CC1(C(=O)NS(=O)(=O)c2ccccc2Cl)CCN1C(=O)Cc1cc(F)ccc1F (stereo unspecified)	2	-5
CCc1nc2c(OCc3ccc(F)cc3)cccn2c1N(C)C(=O)c1ccncc1	4	-4
Cc1cc(C)cc(Cn2cc(CN3CC(N4CCSCC4)CS3(=O)=O)nn2)c1 (stereo unspecified)	-1	-6
CCOC1=C2CN(S(=O)(=O)c3ccc(C)cc3)[C@H](c3ccccc3)C[C@H]2n2c(=O)n(-c3ccccc3)c(=O)n2C1	9	-4
CC(=O)NC(c1cccs1)c1cc(Br)c2cccnc2c1O (stereo unspecified)	0	-4
CCOC(=O)C1(C)CCCN(C(=O)c2cccc(Cl)c2)C1 (stereo unspecified)	3	-5
C[C@@H]1O[C@H](C2CCCC2)Cc2[nH]c(=S)[nH]c(=O)c21	20	-5
COc1cccc(CCOC(=O)c2c(-c3ccsc3)oc3c2C(OC(C)=O)CCC3)c1 (stereo unspecified)	4	-4
CCc1nc2ccc(C(=O)NCCN3CCNC3=O)cn2c1N(C)Cc1ccc(OC)cc1	-11	-6
OC[C@@H]1CN(Cc2ccccc2)C[C@H](n2cnc3c(Nc4ccccc4)ncnc32)O1	0	-1
COc1ccccc1CCC(=O)Nc1ccc2c(c1)c(=O)n(C)n2-c1cccs1	-2	-3
CCCCCNC(=O)C(c1cccc2ccccc12)n1c(=O)c(-c2ccco2)nc2ccccc21 (stereo unspecified)	-1	-1
COc1ccc(NC(=O)C2(C)CCN2C(=O)CC2CCCC2)cc1OC (stereo unspecified)	-4	-9
CSc1ccc(Cn2c(C)c(C(=O)NCc3ccc4c(c3)OCCO4)sc2=O)cc1	-10	-1
CNc1cncc(-c2ccc(NS(C)(=O)=O)cc2)n1	6	-8

Additional entries.
canonical_smiles	CHRM4 PAM	GalR3 antag
COc1cc(CNC(=O)Nc2nnc([C@@H]3C[C@H](O)[C@@H](CO)O3)s2)cc(OC)c1OC	4	-7
CC(C)(C)c1nc2ccc(Cl)cn2c1CC1CCCCC1	5	-6
CN(C)Cc1csc(NC(=O)Nc2ccccc2-c2ccccc2)n1	-3	-6
CCCNC(=O)C1(C)CCN(CCS(=O)(=O)c2ccc(C)cc2)C1 (stereo unspecified)	2	-3
COc1ccc(-c2cc(NC=O)c3ncc(-c4cc(OC)c(OC)c(OC)c4)n3c2)c(OC)c1	-3	-3
CCCCNC(=O)c1[nH]c(C2CCNCC2)nc1-c1cccc(C(F)(F)F)c1	-1	-5
CC(=O)OCC(=O)C1(O)CCC2C3CCC4CC(O)CCC4(C)C3C(=O)CC21C (stereo unspecified)	2	-7
COc1ccc(C(NC(=O)C2CCN(CCCc3ccccc3)CC2)c2cccs2)cc1 (stereo unspecified)	-10	-3
c1cc(-c2ccc(N3CCOCC3)cc2)n2ccnc2c1	3	-4
Cc1ccc(S(=O)(=O)N2[C@@H](CO)CO[C@H]2CC(=O)c2ccccc2)cc1	0	-5
COCCN1C(=O)c2ccccc2C1c1nc2ccccc2[nH]1 (stereo unspecified)	0	-5
CC1(C(=O)NC2CCN(Cc3ccccc3)CC2)CCN1Cc1ccc2ccccc2c1 (stereo unspecified)	-6	-6
Cc1ccc(OCCN2CCC2(C)C(=O)Nc2ccc3c(c2)OCO3)cc1 (stereo unspecified)	-5	-11
CC1(C(=O)Nc2cccc3ccccc23)CCN1C(=O)Cc1ccc(Cl)cc1Cl (stereo unspecified)	-1	-10
FC(F)(F)c1ccccc1Cc1c(C2CCCCC2)nc2c3ccccc3ccn12	0	-3
COc1cccc(S(=O)(=O)Nc2ccc(C(O)(C(F)(F)F)C(F)(F)F)cc2)c1	-5	-5
CCCNC(=O)C1(C)CCN1C(=O)Cc1ccc(-c2ccccc2)cc1 (stereo unspecified)	-3	-4
O=c1[nH]cc(F)c(=O)n1C1OC(CO)C(O)C1O (stereo unspecified)	-1	-6
CCCCN(C=O)c1c(CC)nc2ccc(C(=O)NCCc3ccccn3)cn12	1	-3
CC(=O)Nc1ccc(-c2ccnc3c2CC(C(=O)Nc2cccc(N(C)C)c2)O3)cc1 (stereo unspecified)	1	-5

In a second layout: four of the compounds above
O=C(Nc1nccs1)c1ccc2sc([C@H]3C[C@H](O)[C@@H](CO)O3)nc2c1
  CHRM4 PAM: -2; GalR3 antag: -6

Cc1cc(Br)cn2c(Cc3ccsc3)c(-c3ccco3)nc12
  CHRM4 PAM: 1; GalR3 antag: -3

Cc1ccc(-c2nc3c4ccccc4ccn3c2Cc2cccc(Cl)c2)cc1
  CHRM4 PAM: -6; GalR3 antag: -4

CN(C)c1ccc(CNC(=O)C2(C)Cc3c(-c4ccccc4)ccnc3O2)cc1 (stereo unspecified)
  CHRM4 PAM: 7; GalR3 antag: 1

Next section:
canonical_smiles	CHRM4 PAM	GalR3 antag
O=C(Nc1cccnc1)C1Cc2c(-c3ccco3)ccnc2O1 (stereo unspecified)	1	-4
COc1ccc(Cc2c(-c3ccc(F)cc3)nc3ccc(Br)cn23)c(C)c1	6	-7
CC(O)(c1ccc(F)c(F)c1)c1nc(-c2ccccc2)cs1 (stereo unspecified)	-3	-5
Cc1ccc(CC2(C)C(=O)Nc3ccc(OC(F)(F)F)cc32)cc1 (stereo unspecified)	2	-2
CCCCNc1nc(NCc2ccccc2)nc2ccccc12	-18	-7
COC(=O)[C@]12CCCCC=C1N(CCc1ccc(OC)c(OC)c1)C(=O)[C@H](CC(=O)N1CCCCC1)C2	-13	-4
OC(c1ccc(F)cc1)c1nc(-c2ccc(Cl)cc2)cs1 (stereo unspecified)	2	-5
COC[C@H]1CCCN1c1ccc2c(c1)O[C@@H](COCc1ccccc1)CN([C@H](C)c1ccccc1)S2(=O)=O	1	1
NC(c1cccc(F)c1)c1nc(-c2ccc(Cl)cc2)cs1 (stereo unspecified)	-4	-5
CCOC1=C2CN(S(=O)(=O)c3ccc(C)cc3)C(c3ccc(CC)cc3)CC2n2c(=O)n(-c3ccccc3)c(=O)n2C1 (stereo unspecified)	-1	6
COCCNC(=O)C1CCCN(Cc2cccc(C(F)(F)F)c2)CC1 (stereo unspecified)	5	-5
COc1ccc(-c2cc(NC=O)c3ncc(-c4cccc(C(=O)N(C)C)c4)n3c2)c(OC)c1	-2	-6
CS(=O)(=O)c1ccc(Nc2nc(C(N)Cc3ccc(Cl)cc3)cs2)cc1 (stereo unspecified)	1	-8
CC(C)C[C@H]1CN([C@@H](Cc2ccccc2)CN2CCC[C@H]2CN2C(=O)C(=O)NC[C@@H]2Cc2ccc(O)cc2)C(=O)C(=O)N1CCc1ccccc1	11	-7
COC(=O)[C@@]12C[C@@H](CC(=O)NCc3ccc(C)o3)C(=O)N(Cc3ccccc3)C1=CCC(C)(C)C2	3	-8
CC(C)c1ccc(NC(=O)C2Cc3c(-c4ccc5c(c4)OCO5)ccnc3O2)cc1 (stereo unspecified)	-2	-6
CC1(C(=O)Nc2cccc(C#N)c2)CCN1C(=O)C/C=C/c1ccccc1 (stereo unspecified)	-9	-8
COc1ccc(-c2cc(NC(C)=O)c3ncc(-c4ccc(F)cc4)n3c2)cc1OC	-3	-1
COc1ccc(C(O)c2ncc(-c3ccccc3Cl)[nH]2)cc1 (stereo unspecified)	1	-3

Whole records, looked up by structure.
Listed for COc1ccc(Cc2c(-c3ccc(F)cc3)nc3ccc(Br)cn23)c(C)c1 = CHRM4 PAM = 6; GalR3 antag = -7
Listed for CCOC1=C2CN(S(=O)(=O)c3ccc(C)cc3)C(c3ccc(CC)cc3)CC2n2c(=O)n(-c3ccccc3)c(=O)n2C1 (stereo unspecified) = CHRM4 PAM = -1; GalR3 antag = 6

Some of the compounds tested, so the mix of outcomes need not match the whole.
